# HttQ103 aggreg = inhibitors of mutant huntingtin aggregate formation in PC12 cells; PC12 HttQ103-GFP aggregates, Acumen cytometry, 40 h; Potency, µM (titrated, usually from 46.1 µM), for inactives: at the highest dose activity change, negative = inhibition, usual class: inhibitors; AID 1688; actives 1.1% (n = 220,000); note: % is set by controls: 0 for no effect and ±100 for the full control effect; nearly all actives have a fitted effect of over 60% in size
#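 Inducible Q103 Huntingtin exon 1–GFP PC12 line, 1500 cells/well in phenol red free DMEM with 5% equine and 5% calf serum. Tebufenozide 100 nM induced expression; compounds titrated; aggregates quantified by cytometry.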
# JMJD2E inh = JMJD2E (human) inhibition. B2RXH2. JMJD2E catalytic domain, FDH-coupled NADH fluorescence (FDH is formaldehyde dehydrogenase). Potency, µM (doses to about 57.1 µM), without a hit: top-dose activity change, negative = inhibition, most hits filed as inhibitors. actives 1.6% (n = 230,000). AID 2147; active = well fitted inhibition curve with a large enough effect, not every such curve was filed as active; inconclusive = small, poorly fitted or top-dose-only effect, or another doubt; inactive = no such curve, though single readings can be large or run the other way;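 note: 0% = wells with enzyme and -100% = buffer wells without enzyme; nearly all actives have a fitted effect of over 50% in size; many of its hits are not listed in these tables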
# Target sequence (B2RXH2 1-337 limits assumed): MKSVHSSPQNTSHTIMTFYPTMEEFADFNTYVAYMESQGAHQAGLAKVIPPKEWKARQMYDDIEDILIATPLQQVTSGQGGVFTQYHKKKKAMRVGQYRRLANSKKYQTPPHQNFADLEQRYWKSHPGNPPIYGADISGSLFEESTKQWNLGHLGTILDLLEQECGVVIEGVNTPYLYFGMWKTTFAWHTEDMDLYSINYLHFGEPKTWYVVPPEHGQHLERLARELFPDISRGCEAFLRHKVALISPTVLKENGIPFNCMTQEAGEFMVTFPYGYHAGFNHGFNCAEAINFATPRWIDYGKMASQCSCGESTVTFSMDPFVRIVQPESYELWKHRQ
# Tau fibril FP = tau fibrillization inhibition (FP); P10636; K18 P301L tau heparin fibrillization, Alexa594 FP, 6 h; Potency, µM (series often up to 57.7 µM), without a hit: at the top dose activity, negative = inhibition, most hits filed as inhibitors; actives 0.39% (n = 280,000); note: % is set by controls: 0 for no effect and ±100 for the full control effect; nearly all actives have a fitted effect of over 55% in size
# Target sequence (P10636 561-689 P618L limits assumed): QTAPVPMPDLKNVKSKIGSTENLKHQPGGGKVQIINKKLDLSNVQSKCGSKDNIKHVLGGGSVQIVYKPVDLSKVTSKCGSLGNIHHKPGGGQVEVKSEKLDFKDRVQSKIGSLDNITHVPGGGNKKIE
#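 Recombinant K18 P301L […], labeled with Alexa 594 at 0.24 uM over 15 uM unlabeled; heparin inducer 20 uM final; 37 C, 6 hr; FP endpoint.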
# Tau fibril ThT = blocks human tau fibril formation measured by thioflavin T. recombinant tau K18 P301L, heparin-induced fibrillization, ThT fluorescence. actives 2.1% (n = 270,000). Potency, µM (highest dose often 57.4 µM), without a hit: at the highest dose activity, negative = inhibition, actives largely listed as inhibitors. AID 1460; note: % is set by controls: 0 for no effect and ±100 for the full control effect; nearly all actives have a fitted effect of over 55% in size
#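 Aggregation was driven by heparin (20 uM final) acting on recombinant tau […] bearing P301L in 100 mM sodium acetate pH 7; fibrils were detected with Thioflavin T.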
# ALDH1A1 block = blocks purified human ALDH1A1 activity. P00352. Purified ALDH1A1, NADH fluorescence, propionaldehyde substrate. Potency, µM (doses to about 75.3 µM), inactives show at the top dose activity, negative = inhibition, hits mostly inhibitors. actives 7.3% (n = 220,000). AID 1030; active = well fitted inhibition curve with a large enough effect, not every such curve was filed as active; inconclusive = small, poorly fitted or top-dose-only effect, or another doubt; inactive = no such curve, though single readings can be large or run the other way;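 note: plate controls were no enzyme wells and a reference inhibitor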
# Target sequence (P00352 whole entry, looked up): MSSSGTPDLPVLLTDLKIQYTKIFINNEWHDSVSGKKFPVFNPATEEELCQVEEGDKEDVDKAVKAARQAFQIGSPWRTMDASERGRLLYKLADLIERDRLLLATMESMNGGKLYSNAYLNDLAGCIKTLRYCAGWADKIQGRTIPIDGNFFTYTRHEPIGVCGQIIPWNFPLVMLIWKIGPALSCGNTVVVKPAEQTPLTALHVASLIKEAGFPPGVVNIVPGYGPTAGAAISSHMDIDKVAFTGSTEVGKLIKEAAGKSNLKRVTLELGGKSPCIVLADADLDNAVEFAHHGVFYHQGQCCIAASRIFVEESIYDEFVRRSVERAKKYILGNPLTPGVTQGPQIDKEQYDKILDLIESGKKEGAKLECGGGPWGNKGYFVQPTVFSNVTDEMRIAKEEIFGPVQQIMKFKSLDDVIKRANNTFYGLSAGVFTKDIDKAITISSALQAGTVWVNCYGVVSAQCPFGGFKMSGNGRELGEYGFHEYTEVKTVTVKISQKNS
# SMN2 splice enh = increases expression of the SMN2 splice variant; HEK293 SMN2-luciferase splicing reporter, luminescence, 30-36 h; Potency, µM (series often up to 46.1 µM), for the others: top-dose activity change, positive = activation, actives largely listed as activators; actives 2.8% (n = 210,000); note: % of control where 0% means no effect; nearly all actives have a fitted effect of over 55% in size
#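 qHTS luciferase splicing reporter: luminescence rises when SMN2 exon 7 is included in transfected HEK293 cells. Compound exposure lasted 30-36 h at 37C, with 4.5 mM final sodium butyrate as control, followed by a ONE-Glo read.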
# HTT ATP protect = cytoprotection in Huntington HTT-Q103 PC12 cell model. PC12 HTT-Q103 induced, cytoprotection, ATP luminescence, 40 h. Potency, µM (series often up to 56.4 µM), for the others: cytoprotection (ATP increase), most hits filed as activators. actives 0.14% (n = 230,000). AID 1471;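 note: % of control where 0% means no effect; nearly all actives have a fitted effect of over 45% in size; toxic huntingtin expression switched on by the ecdysone agonist tebufenozide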
#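 Huntington model: PC12 line, ecdysone-inducible HTTQ103 exon1–GFP, tebufenozide 100 nM. Test articles in a dose series. Endpoint luminescence from cellular ATP.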
# Tau fluor counter = counter-screen for tau fibril formation inhibitors; tau K18 P301L (four-repeat tau fragment) Alexa594 fluorescence, heparin fibrillization; Potency, µM (doses to about 57.7 µM), without a hit: top-dose activity change, negative = decrease; actives 0.93% (n = 280,000); AID 1463; note: % is set by controls: 0 for no effect and ±100 for the full control effect; nearly all actives have a fitted effect of over 55% in size
#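 Human K18 P301L tau (15 uM unlabeled plus 0.24 uM Alexa 594-labeled, final) in 100 mM sodium acetate pH 7 was mixed with compound and 20 uM heparin and incubated 6 hr at 37 C.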
# * marks the source's active call; other numbers are inactive results; ? = inconclusive; · = no result given; & = joins results of further samples; ! = a repeat was not active; [ ] = remark or other dose. Unless noted, calls come from the whole dose curve; as a rule, active = well fitted curve in the direction sought with a large enough effect; inconclusive = small, poorly fitted or top-dose-only effect, or another doubt; inactive = no such curve, though single readings can be large; an effect the other way counts as inactive or inconclusive. Potency is the fitted concentration of half-maximal effect. A portion of the library; the hit share may differ from the screen's.
cpd	Structure	HttQ103 aggreg	JMJD2E inh	Tau fibril FP	Tau fibril ThT
1	COc1ccc(C)cc1NC(=O)c1cnc2ccc(C)cn2c1=O	·	·	4%	-14%
2	Cc1cc(C)n2c(Nc3ccc4c(c3)OCCO4)c(-c3ccccc3)nc2n1	5%	?	1%&-7%	?
3	Cc1ccc(-n2c(C)cc(C=C(C#N)C#N)c2C)cc1	-14%	-8%	?	?
4	CCOc1ccc(N(CC(=O)N/N=C/c2cc(Br)c(C)o2)S(C)(=O)=O)cc1	-28%[9.22 µM]	-26%	-1%[2.34 µM]	3%
5	CC(=O)N(C)Cc1ccc(C(=O)CCl)cc1	-12%	-8%	2%	?
6	CCOC(=O)CSc1n[nH]c(NC(C)=O)n1	-14%[9.22 µM]	12%	-13%	7%
7	O=C(CN1C(=O)C2CC=CCC2C1=O)Nc1ccc(S(=O)(=O)N2CCOCC2)cc1 (stereo unspecified)	0%	10%	0%	1%
8	CC(=O)Nc1ccc(NC(=O)CN(c2ccccc2Cl)S(C)(=O)=O)cc1	-2%	7%	0%	-5%
9	CCCn1c(SCC(=O)Nc2sc(C)c(C)c2C#N)nnc1C(C)C	?	-10%	-11%	?
10	CC(C)C(=O)N(Cc1ccc(F)cc1)Cc1nc2ccccc2c(=O)[nH]1	20%[9.22 µM]	16%	7%	11%
11	O=C1CCCC(c2ccccc2)N1 (stereo unspecified)	18%	0%	-2%	-5%
12	CC(C)n1c(SCC(=O)Nc2ccc3c(c2)OCO3)nc2c1c(=O)n(C)c(=O)n2C	11%	3%	-1%	-7%
13	Cc1ccc(-c2noc(CSc3nnc(-c4ccncc4)n3-c3ccc(C)cc3)n2)cc1	-18%	0%	1%	-12%
14	CNC(=O)CCC(=O)Nc1ccc(C)cc1	·	0%	4%	1%
15	Cc1cc(/C=C2\SC(=S)NC2=O)c(C)n1-c1cccc(O)c1	7%[9.22 µM]	-11%	14%	16µM*

cpd	ALDH1A1 block	SMN2 splice enh	HTT ATP protect	Tau fluor counter
1	·	-1%	·	-6%
2	-4%	-7%&-6%	-9%[10 µM]	-29%&-29%
3	-5%	-16%	-5%	-17%
4	2%	·	-28%[10 µM]	-5%
5	0.71µM*	?	-14%	-11%
6	9%	·	1%[10 µM]	13%
7	7%	-8%	-9%	-1%
8	11%	?	14%	-2%
9	2.8µM*	·	-11%	-16%
10	1%	·	40%[10 µM]	2%
11	10%	-7%	·	-10%
12	2%	-9%	-21%	-5%
13	-15%	-10%	-38%	-8%
14	3%	-34%	·	0%
15	?	·	-47%[inhibitor][10 µM]	?

# (continued)
cpd	Structure	HttQ103 aggreg	JMJD2E inh	Tau fibril FP	Tau fibril ThT
16	COc1ccc(NC(=O)N2CCn3c2nc2ccccc23)cc1	12%	1%	-3%	?
17	O=C1c2cccnc2C(Nc2ccc(Br)cc2)N1Cc1cccs1 (stereo unspecified)	-19%	?	6%	1%
18	COc1ccc(C(=O)N/C(=C\c2ccco2)C(=O)NCc2cccnc2)cc1	1%	?	-5%	-13%
19	O=C(O)Cn1c(O)c(C=Nc2ccccc2)sc1=S	-25%&-2%	4%&2%	8%&-10%	?
20	CSc1ccc(N=Nc2c(C)[nH]n(C)c2=O)cc1	-7%[9.22 µM]	-1%	-2%	8.9µM*
21	S=C(Nc1ccc(Cl)cc1)NC1CCCCC1	10%[9.22 µM]	7%	-4%	-10%
22	Cn1nnnc1SCC(=O)N1CCN(S(=O)(=O)c2ccccc2)CC1	5%	0%	-3%	1%
23	Cc1c(C(=O)OCC2CCCCC2)[nH]c2c1C(=O)CC(c1ccccc1Cl)C2 (stereo unspecified)	·	·	-3%	-9%
24	CCc1c(C)nc(SC)n(CC#N)c1=O	25%	-3%	-2%	-11%
25	COCCN(CC(=O)Nc1ccc(F)cc1)S(=O)(=O)c1ccc(S(=O)(=O)N2CCCC2)cc1	-2%	4%	-6%	-4%
26	CCCCn1c(C(C)NC(=O)c2cccs2)nc2ccccc21 (stereo unspecified)	-26%	4%	-1%	-14%
27	CN(c1ccccc1)S(=O)(=O)c1cccc(NC(=O)CSc2nncn2C)c1	-8%	7%	-1%	1%
28	FC(F)Oc1ccc(NC(=S)NNc2ccnc3cc(Cl)ccc23)cc1	17%	17%	2%	?
29	O=C(COc1ccc2c(c1)OCO2)Nc1ccccc1F	9%	-5%	-4%	-7%
30	C[n+]1ccc(C(=O)NCCC[N+](C)(C)C)cc1/C=N/O	-11%[9.22 µM]	-13%	0%	0%

cpd	ALDH1A1 block	SMN2 splice enh	HTT ATP protect	Tau fluor counter
16	4%	-14%	-4%[0.074 µM]	-17%
17	6.3µM*	-18%	-17%	-17%
18	-3%	11%	·	-9%
19	28µM*!	-13%&-9%	-6%&-10%	19%&8%
20	-1%	·	0%[10 µM]	-8%
21	10%	·	16%[10 µM]	-30%
22	4%	-7%	-51%[inhibitor]	4%
23	·	-9%	·	-12%
24	7%	1%	-4%[10 µM]	-11%
25	?	·	-9%[10 µM]	-19%
26	0%	-8%	25%[10 µM]	-4%
27	2%	-7%	-38%[10 µM]	-5%
28	8.9µM*	1%	25%[10 µM]	?
29	-4%	6%	28%	-7%
30	4%	-10%	-4%[10 µM]	2%

# Remaining list, next part.
cpd	Structure	HttQ103 aggreg	JMJD2E inh	Tau fibril FP	Tau fibril ThT
31	CCOC(=O)C1CCN(C(=O)c2cc3sc(C)cc3n2C)CC1	·	·	0%	-6%
32	O=C(CN1C(=O)COc2ccccc21)c1cccc(Cl)c1	-11%	-4%	-1%	-5%
33	CCOc1cc(/C=N/NC(=O)Cn2nc([N+](=O)[O-])cc2C)ccc1OCc1ccc(F)cc1	0%	1%	?	-4%
34	CCOc1cc(C(=O)NC(=S)Nn2cnnc2)cc(OCC)c1OCC	4%	8%	2%	-3%
35	CCOC(=O)NC(Nc1ncccn1)(C(F)(F)F)C(F)(F)F	25%	0%	0%	-2%
36	COC(=O)NC(c1cccc(F)c1)C(C(C)=O)C(=O)OC (stereo unspecified)	·	·	-1%[11.6 µM]	-13%[11.5 µM]
37	Cc1ccc2cc(C3C(C#N)=C(N)Oc4c3ccc3cccnc43)c(=O)[nH]c2c1 (stereo unspecified)	2.5µM*	?	?	?
38	CCCn1c(SCC(=O)NCCc2ccccc2)nnc1-c1ccco1	18%	1%	1%	-4%
39	O=C(CSc1ncnc2nc[nH]c12)N1CCOCC1	-9%	-1%	0%	0%
40	Cc1ccc2nc(NC3=NCN(CCc4ccccc4)CN3)nc(C)c2c1	-5%	6%	0%	-4%
41	O=C(COC(=O)C1CC(=O)N(c2nc(-c3ccccc3)cs2)C1)c1ccccc1 (stereo unspecified)	-1%	1%	-14%	-8%
42	COC(=O)c1ccc(-n2c(C)cc(/C=N/n3cnnc3)c2C)cc1	-18%	3%	-2%	-7%
43	CCOC(=O)c1sc(C)c2c1NC(C)(c1cccc3ccccc13)NC2=O (stereo unspecified)	-5%	?	-5%	-5%
44	COc1cc(/C=C/C(=O)OCc2cn3cc(Cl)ccc3n2)ccc1O	-36%[9.22 µM]	?	3%	?
45	Cc1cc(C)c(S(=O)(=O)NCc2ccncc2)c(C)c1	6.3µM*	2%	-7%	-2%

cpd	ALDH1A1 block	SMN2 splice enh	HTT ATP protect	Tau fluor counter
31	·	23%	·	-4%
32	3%	-13%	32%	-7%
33	4%	-12%	-39%[inhibitor]	?
34	11µM*	25%	-28%	-2%
35	7%	-6%	-1%	3%
36	3%[13.5 µM]	·	3%[10 µM]	-16%[11.6 µM]
37	?	-57%[inhibitor]	-58%[inhibitor]	-27%
38	-3%	-12%	24%[10 µM]	-4%
39	8%	19%	2%[10 µM]	6%
40	15%	2%	-18%[0.074 µM]	-1%
41	0%	-4%	11%	-21%
42	-3%	-6%	-10%	0%
43	?	-37%[inhibitor]	7%	-15%
44	·	·	-6%[10 µM]	-18%
45	6%	-69%[inhibitor]	35%	-6%

# (further entries)
cpd	Structure	HttQ103 aggreg	JMJD2E inh	Tau fibril FP	Tau fibril ThT
46	COc1ccc(/C=N/c2oc(-c3ccccc3)cc2C#N)cc1OC	-7%	0%	-9%	0%
47	OC(COc1ccc2ccccc2c1Br)Cn1cnc(-c2ccccc2)c1 (stereo unspecified)	7%	-9%	?	?
48	COc1ccc(C2CC(=O)c3c(ccc4ccccc34)N2)cc1OC (stereo unspecified)	10%	-7%	0%	-2%
49	Cc1nccc(-c2cccc(N/N=C(\C#N)C(=O)c3ccccc3)c2)n1	-23%[9.22 µM]	-7%	3%	8.9µM*
50	O=C(c1ccco1)N1CCN(c2ncnc3scc(-c4ccc(F)cc4)c23)CC1	-17%	-5%	2%	-13%
51	c1ccc2c(c1)oc1c(NCCCN3CCOCC3)ncnc12	10%	-2%	-2%	-13%
52	COc1ccc(OCCCC(=O)Nc2cccc([N+](=O)[O-])c2C)cc1	-5%	-3%	-2%	5%
53	COc1cc(C(=O)N/N=C(\c2ccccc2)c2ccccn2)cc(OC)c1OC	?	-15%	8%	-11%

cpd	ALDH1A1 block	SMN2 splice enh	HTT ATP protect	Tau fluor counter
46	?	-43%[inhibitor]	-2%[10 µM]	3%
47	-7%	-5%	4%	?
48	0%	15%	-18%	1%
49	·	·	-1%[10 µM]	?
50	?	-3%	11%[1.9 µM]	-7%
51	?	7%	-16%[0.074 µM]	-4%
52	-65%	·	-2%[10 µM]	1%
53	4%	-83%[inhibitor]	-77%[inhibitor][10 µM]	-2%

# 5 entries already listed, arranged by formula weight, low to high:
cpd	Structure	HttQ103 aggreg	JMJD2E inh	Tau fibril FP	Tau fibril ThT
24	CCc1c(C)nc(SC)n(CC#N)c1=O	25%	-3%	-2%	-11%
5	CC(=O)N(C)Cc1ccc(C(=O)CCl)cc1	-12%	-8%	2%	?
26	CCCCn1c(C(C)NC(=O)c2cccs2)nc2ccccc21 (stereo unspecified)	-26%	4%	-1%	-14%
10	CC(C)C(=O)N(Cc1ccc(F)cc1)Cc1nc2ccccc2c(=O)[nH]1	20%[9.22 µM]	16%	7%	11%
13	Cc1ccc(-c2noc(CSc3nnc(-c4ccncc4)n3-c3ccc(C)cc3)n2)cc1	-18%	0%	1%	-12%

cpd	ALDH1A1 block	SMN2 splice enh	HTT ATP protect	Tau fluor counter
24	7%	1%	-4%[10 µM]	-11%
5	0.71µM*	?	-14%	-11%
26	0%	-8%	25%[10 µM]	-4%
10	1%	·	40%[10 µM]	2%
13	-15%	-10%	-38%	-8%
